Source: PubChem BioAssay (National Center for Advancing Translational Sciences (NCATS))
SMN2 splice up: SMN2 splice variant enhancement; HEK293 SMN2-luciferase splicing reporter, luminescence, 30-36 h; Potency, µM (top dose mostly 46.1 µM), without a hit: at the highest dose activity change, positive = activation, actives largely listed as activators; actives 2.8% (n = 210,000); also: % of control where 0% means no effect; nearly all actives have a fitted effect of over 55% in size
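qHTS luciferase splicing reporter: luminescence rises when SMN2 exon 7 is included in transfected HEK293 cells. Compound exposure lasted 30-36 h at 37C, with 4.5 mM final sodium butyrate as control, followed by a ONE-Glo read.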
Epigenetic reg: derepresses silenced GFP reporter in murine cells; murine LDR cells, GFP reporter derepression, 30 h; Potency, µM (series often up to 53.9 µM), for the others: at the top dose GFP activation, usual class: activators; actives 0.2% (n = 280,000); also: % of control where 0% means no effect; nearly all actives have a fitted effect of over 60% in size
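Murine LDR cells carrying a silenced, genomically integrated CMV-driven GFP reporter were exposed to compound for 30 hours at 37 C. After PBS washes, GFP-positive cells (20–120 um objects) were counted by laser-scanning microplate cytometry.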
JMJD2E inh: JMJD2E (human) inhibition. actives 1.6% (n = 230,000). JMJD2E catalytic domain, FDH-coupled NADH fluorescence (FDH is formaldehyde dehydrogenase). Potency, µM (highest dose often 57.1 µM), for the others: at the highest dose activity change, negative = inhibition, usual class: inhibitors; active = well fitted inhibition curve with a large enough effect, not every such curve was filed as active; inconclusive = small, poorly fitted or top-dose-only effect, or another doubt; inactive = no such curve, though single readings can be large or run the other way;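 also: 0% = wells with enzyme and -100% = buffer wells without enzyme; nearly all actives have a fitted effect of over 50% in size; many of its hits are not listed in these tables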
Target sequence (B2RXH2 1-337 limits assumed): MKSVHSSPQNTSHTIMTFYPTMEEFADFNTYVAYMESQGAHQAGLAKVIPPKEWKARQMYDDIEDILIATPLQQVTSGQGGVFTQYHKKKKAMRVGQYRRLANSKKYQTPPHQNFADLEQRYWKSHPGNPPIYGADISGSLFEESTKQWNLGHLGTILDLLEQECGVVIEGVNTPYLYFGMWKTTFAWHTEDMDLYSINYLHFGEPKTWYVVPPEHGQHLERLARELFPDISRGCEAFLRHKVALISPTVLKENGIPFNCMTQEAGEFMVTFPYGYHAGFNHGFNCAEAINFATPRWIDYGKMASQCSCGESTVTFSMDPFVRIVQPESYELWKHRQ
RECQ1 inh: RECQ1 (human) helicase inhibition; P46063; RECQ1 DNA unwinding, red fluorescence kinetic read; actives 0.54% (n = 240,000); Potency, µM (doses to about 57.3 µM), inactives show top-dose activity, negative = inhibition, actives largely listed as inhibitors; AID 2549;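 also: plate controls were vehicle for no effect and no enzyme for full effect; nearly all actives have a fitted effect of over 30% in size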
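RECQ1T1 50 nM; forked duplex (20 bp + 30-nt ss tails) 200 nM, ATP 2 mM final; pH 8.0, 2 mM MgCl2, 2.5 ug/ml poly(dI-dC); 15 min compound preincubation; discontinuous kinetic read over 2 h at RT.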
IMPase Li inh: IMPase inhibition in cells with lithium potentiation | CHO-M1 cells, IP1 TR-FRET (IP-One), carbachol + lithium | Potency, µM (series often up to 59.4 µM), for inactives: top-dose activity, negative = IMPase inhibition, hits mostly inhibitors | actives 0.35% (n = 210,000);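 also: IP1 builds up when IMPase is blocked and the TR-FRET signal falls; plate controls were basal vehicle for no effect and high inhibitor control for full effect; nearly all actives have a fitted effect of over 50% in size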
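Concentration–response in CHO-M1 cells, lithium-potentiated; 30 min at 37C. IP1 detected by competitive TR-FRET after 10 min lysis at RT. Hill-fitted AC50.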
NPSR antagonist: antagonists of human neuropeptide S receptor cAMP signaling. AID 1461. Potency, µM (top dose mostly 38.3 µM), inactives show at the top dose activity change, negative = inhibition, hits mostly inhibitors. Q6W5P4. CHO-NPSR cells, cAMP TR-FRET, antagonist mode. actives 1% (n = 220,000); also: % is scaled to controls: 0 for no effect and ±100 for the full control effect; nearly all actives have a fitted effect of over 50% in size; many of its hits are not listed in these tables
Target sequence (Q6W5P4 whole entry, looked up): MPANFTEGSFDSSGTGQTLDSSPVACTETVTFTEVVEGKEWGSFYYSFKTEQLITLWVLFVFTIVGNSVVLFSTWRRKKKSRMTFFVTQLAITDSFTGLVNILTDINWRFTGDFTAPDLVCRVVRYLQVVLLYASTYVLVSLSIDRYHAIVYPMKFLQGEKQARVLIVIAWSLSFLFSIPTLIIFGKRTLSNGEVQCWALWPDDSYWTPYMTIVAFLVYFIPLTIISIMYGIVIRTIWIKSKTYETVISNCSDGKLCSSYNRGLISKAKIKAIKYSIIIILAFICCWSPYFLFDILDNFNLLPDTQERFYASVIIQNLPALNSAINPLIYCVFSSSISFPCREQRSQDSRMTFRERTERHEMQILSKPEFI
GoLoco inh red: RGS12 GoLoco-Gai1 interaction inhibition. actives 0.44% (n = 230,000). P63096. Potency, µM (series often up to 61.6 µM), inactives show top-dose activity, negative = inhibition, actives largely listed as inhibitors. AID 880. Gai1:RGS12 GoLoco peptide FP, rhodamine, 10 min; active = well fitted inhibition curve with a large enough effect, not every such curve was filed as active; inactive = no such curve, though single readings can be large or run the other way; also: % is scaled to controls: 0 for no effect and ±100 for the full control effect; nearly all actives have a fitted effect of over 30% in size; many of its hits are not listed in these tables
Target sequence (P63096 whole entry, looked up): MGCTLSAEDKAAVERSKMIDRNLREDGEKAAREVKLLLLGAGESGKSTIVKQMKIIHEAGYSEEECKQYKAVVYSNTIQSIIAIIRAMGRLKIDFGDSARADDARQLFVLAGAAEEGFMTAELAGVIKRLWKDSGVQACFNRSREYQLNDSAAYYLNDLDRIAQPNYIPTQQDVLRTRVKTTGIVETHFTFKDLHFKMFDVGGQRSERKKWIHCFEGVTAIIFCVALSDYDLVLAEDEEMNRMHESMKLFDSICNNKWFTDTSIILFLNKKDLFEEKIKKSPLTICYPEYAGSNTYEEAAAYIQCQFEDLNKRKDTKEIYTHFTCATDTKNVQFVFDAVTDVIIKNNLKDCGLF
Luc counter: counter-screen: inhibitors of Kinase-Glo firefly luciferase. Q27757. Kinase-Glo luciferase, ATP luminescence, 8 min. Potency, µM (top dose mostly 38.3 µM), inactives show at the highest dose activity change, negative = inhibition, most hits filed as inhibitors. actives 0.28% (n = 200,000); also: % is scaled to controls: 0 for no effect and ±100 for the full control effect; nearly all actives have a fitted effect of over 60% in size
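Compounds were added to a substrate mix at pH 7.2 (50 mM imidazole, 10 uM ATP, within the enzyme's linear range), followed by Kinase-Glo detection reagent; luminescence was measured after 8 minutes at ambient temperature.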
Starred values were filed as active, the others as inactive; & = joins results of further samples; [ ] = another dose, or the depositor's remark. Unless noted, calls follow the shape of the dose curve; as a rule, active = well fitted curve in the direction sought with a large enough effect; inconclusive = small, poorly fitted or top-dose-only effect, or another doubt; inactive = no such curve, though single readings can be large; an effect the other way counts as inactive or inconclusive. Potency is read from the fitted curve at half-maximal effect.

Results for CC1CCCN(C(=O)CSc2nnc(-c3c[nH]c4ccccc34)o2)C1 (stereo unspecified) ?
SMN2 splice up: -11%; Epigenetic reg: 5.2%; JMJD2E inh: 1%; RECQ1 inh: -2%; IMPase Li inh: -13%[38.3 µM]; NPSR antagonist: -26%[46.1 µM]; GoLoco inh red: 8%; Luc counter: 2%

What do the screens show for `Cc1ccc(NC(=O)COc2cccnc2[N+](=O)[O-])cc1S(=O)(=O)N1CCOCC1`?
SMN2 splice up: -4%; Epigenetic reg: 0.9%; JMJD2E inh: 2%; RECQ1 inh: 0%; IMPase Li inh: 8%; NPSR antagonist: -12%; GoLoco inh red: 9%; Luc counter: 0%

How did COc1ccc(/C=C2/N=C(SC)NC2=O)cc1OC do in these assays?
Epigenetic reg: 1.1%; JMJD2E inh: 2%; RECQ1 inh: -10%; NPSR antagonist: 42%; GoLoco inh red: 8%

What do the screens show for `CSc1ccccc1-c1nnc(-c2ccc(Cl)cc2Cl)o1`?
SMN2 splice up: inconclusive; Epigenetic reg: 2.4%; JMJD2E inh: inconclusive; RECQ1 inh: -3%; IMPase Li inh: inconclusive; NPSR antagonist: -28%[46.1 µM]; GoLoco inh red: -5%; Luc counter: -13%

Results for Cc1ccc(NC(=O)C(SCC(=O)O)c2ccccc2)cc1C (stereo unspecified) ?
SMN2 splice up: 9%; Epigenetic reg: 2.4%; JMJD2E inh: -3%; RECQ1 inh: 3%; IMPase Li inh: -3%[38.3 µM]; NPSR antagonist: 15%[46.1 µM]; GoLoco inh red: -8%; Luc counter: 5%

How did O=C(Cn1cc([N+](=O)[O-])cn1)Nc1ccn(Cc2c(F)c(F)cc(F)c2F)n1 do in these assays?
SMN2 splice up: inconclusive; Epigenetic reg: -3.6%; JMJD2E inh: 4%; RECQ1 inh: -4%; IMPase Li inh: 27%[38.3 µM]; NPSR antagonist: -12%[46.1 µM]; GoLoco inh red: 2%; Luc counter: -2%

How did COc1ccc(N2CCN(c3ncccc3C#N)CC2)cc1 do in these assays?
SMN2 splice up: -10%; Epigenetic reg: 0.0%; JMJD2E inh: -1%; RECQ1 inh: 0%; IMPase Li inh: 3%; NPSR antagonist: -2%; GoLoco inh red: -9%; Luc counter: 0%

Results for COc1ccc(CNC(=O)COc2cc(=O)n(C)c3ccccc23)cc1 ?
SMN2 splice up: -1%; Epigenetic reg: -1.3%; JMJD2E inh: -3%; RECQ1 inh: -2%; IMPase Li inh: -7%; NPSR antagonist: 19%; GoLoco inh red: 1%; Luc counter: -1%

Results for CCn1cc(C(=O)NNC(=O)c2ccc(Cl)cc2)c(=O)c2ccc(C)nc21 ?
SMN2 splice up: 7%; Epigenetic reg: -2.2%; JMJD2E inh: 0%; RECQ1 inh: -8%; IMPase Li inh: 0%; NPSR antagonist: 13%; GoLoco inh red: 26%; Luc counter: 0%

Results for Cc1ccc(CSCCNC(=O)/C=C/c2ccc(Cl)cc2)cc1 ?
SMN2 splice up: 6%; Epigenetic reg: 0.9%; JMJD2E inh: 3%; RECQ1 inh: inactive; IMPase Li inh: 8%[38.3 µM]; NPSR antagonist: -8%[46.1 µM]; GoLoco inh red: -5%; Luc counter: -1%

Results for Cn1c(=O)[nH]c(=O)c2c1nc(N1CCOCC1)n2CCCSc1ncccn1 ?
SMN2 splice up: 8%; Epigenetic reg: -0.8%; JMJD2E inh: 2%; RECQ1 inh: inactive; IMPase Li inh: -11%[38.3 µM]; NPSR antagonist: 0%[46.1 µM]; GoLoco inh red: 5%; Luc counter: -2%

How did COc1ccc(OC)c(NC(=O)C2CCCN2C(=O)C2CCC(C)CC2)c1 (stereo unspecified) do in these assays?
SMN2 splice up: -29%; Epigenetic reg: 0.7%; JMJD2E inh: -6%; RECQ1 inh: 3%; IMPase Li inh: 9%[38.3 µM]; NPSR antagonist: -2%[46.1 µM]; GoLoco inh red: 8%; Luc counter: -2%

How did O=C(O)c1ccc(-n2cccc2/C=C2/NC(=O)N(c3cccc(Cl)c3)C2=O)cc1 do in these assays?
SMN2 splice up: -52%[inhibitor]; Epigenetic reg: 1.1%; JMJD2E inh: -20%; RECQ1 inh: 22µM*; IMPase Li inh: 14%; NPSR antagonist: -25%; GoLoco inh red: 10%; Luc counter: 8%

What do the screens show for `Cc1[nH]oc(=O)c1N=Nc1ccccc1`?
SMN2 splice up: -6%; Epigenetic reg: -1.1%; JMJD2E inh: 2%; RECQ1 inh: -2%; IMPase Li inh: 6%; NPSR antagonist: -6%; GoLoco inh red: -5%; Luc counter: 10%

How did CCOc1ccc(/C=C2\SC(=O)N(CCNC(=O)C3COc4ccccc4O3)C2=O)cc1OC (stereo unspecified) do in these assays?
SMN2 splice up: 26%[1.84 µM]; Epigenetic reg: 5.7%; JMJD2E inh: -1%; RECQ1 inh: 6%; IMPase Li inh: 20%; NPSR antagonist: 18%; GoLoco inh red: -20%; Luc counter: -1%

The list goes on; the last two above are carried over.
What do the screens show for `Cc1[nH]oc(=O)c1N=Nc1ccccc1`?
SMN2 splice up: -6%; Epigenetic reg: -1.1%; JMJD2E inh: 2%; RECQ1 inh: -2%; IMPase Li inh: 6%; NPSR antagonist: -6%; GoLoco inh red: -5%; Luc counter: 10%

How did CCOc1ccc(/C=C2\SC(=O)N(CCNC(=O)C3COc4ccccc4O3)C2=O)cc1OC (stereo unspecified) do in these assays?
SMN2 splice up: 26%[1.84 µM]; Epigenetic reg: 5.7%; JMJD2E inh: -1%; RECQ1 inh: 6%; IMPase Li inh: 20%; NPSR antagonist: 18%; GoLoco inh red: -20%; Luc counter: -1%

How did COc1ccc(-c2[nH]nc3c2C(c2ccsc2)C(C#N)=C(N)O3)cc1 (stereo unspecified) do in these assays?
SMN2 splice up: -5%; Epigenetic reg: -1.9%; JMJD2E inh: 8%; RECQ1 inh: 0%; IMPase Li inh: 9%[38.3 µM]; NPSR antagonist: -19%[46.1 µM]; GoLoco inh red: 8%; Luc counter: 0%

Results for O=C(COC(=O)Cc1cccc(C(F)(F)F)c1)Nc1ccccc1 ?
Epigenetic reg: -0.9%; JMJD2E inh: 0%; RECQ1 inh: 4%; NPSR antagonist: -6%[46.1 µM]

How did C=C1CC[C@H](O)C/C1=C/C=C1\CCC[C@]2(C)[C@H]1CC[C@H]2[C@@H](C)/C=C\[C@@H](C)C(C)C do in these assays?
SMN2 splice up: 0%[20.6 µM]; Epigenetic reg: -0.4%[16.9 µM]; JMJD2E inh: 6%[25.5 µM]; RECQ1 inh: -4%[25.9 µM]; IMPase Li inh: -5%; GoLoco inh red: 2%[21.6 µM]; Luc counter: -5%[17.1 µM]

What do the screens show for `CC1CC(=O)N(Cc2ccccc2)c2ccccc2N1C=O` (stereo unspecified)?
SMN2 splice up: 57%; Epigenetic reg: -2.1%; JMJD2E inh: -2%; RECQ1 inh: 0%; IMPase Li inh: 47%[activator][38.3 µM]; NPSR antagonist: -9%[46.1 µM]; GoLoco inh red: 10%; Luc counter: 0%

What do the screens show for `CCc1ccc(-c2cn3nc(-c4ccccc4)cnc3n2)cc1`?
Epigenetic reg: 0.0%; JMJD2E inh: -6%; RECQ1 inh: -2%; NPSR antagonist: -1%; GoLoco inh red: 11%

Results for O=C(N/N=C/c1cccc(Oc2ccc([N+](=O)[O-])cc2[N+](=O)[O-])c1)c1cncc(Br)c1 ?
SMN2 splice up: -61%[inhibitor]; Epigenetic reg: 11%; JMJD2E inh: 10%; RECQ1 inh: -8%; IMPase Li inh: 15%[38.3 µM]; NPSR antagonist: inconclusive; GoLoco inh red: -2%; Luc counter: 1%

Results for CCOC(=O)N1CCN(Cc2nc3c(c(=O)n(C)c(=O)n3C)n2Cc2cccc3ccccc23)CC1 ?
SMN2 splice up: -3%; Epigenetic reg: 2.7%; JMJD2E inh: 0%; RECQ1 inh: inactive; IMPase Li inh: 3%[38.3 µM]; NPSR antagonist: inconclusive; GoLoco inh red: 1%; Luc counter: 15%

What do the screens show for `Nc1nnc(SCC(=O)Nc2ccccc2)s1`?
SMN2 splice up: 7%; Epigenetic reg: -1.3%&0.3%; JMJD2E inh: 2%; RECQ1 inh: -10%; NPSR antagonist: -16%; GoLoco inh red: 0%

How did COc1ccc(S(=O)(=O)N2CCOCC2)cc1NC(=O)COc1cccnc1[N+](=O)[O-] do in these assays?
SMN2 splice up: -8%; Epigenetic reg: -2.6%; JMJD2E inh: 13%; RECQ1 inh: -2%; IMPase Li inh: 5%; NPSR antagonist: -1%; GoLoco inh red: 5%; Luc counter: -2%

Results for CCOC(=O)c1c(N)sc2c1C1CCN2CC1 ?
Epigenetic reg: -3.5%; JMJD2E inh: -6%; RECQ1 inh: -1%; NPSR antagonist: -6%[46.1 µM]

What do the screens show for `CCOc1ccc(N2C(=O)CC(SC(=NC)Nc3cccc(OC)c3)C2=O)cc1` (stereo unspecified)?
Epigenetic reg: 2.3%; JMJD2E inh: 0%; RECQ1 inh: -15%; IMPase Li inh: 1%; NPSR antagonist: -2%; GoLoco inh red: -3%; Luc counter: -2%

What do the screens show for `C=CCn1c(NCc2ccc3c(c2)OCO3)nc2ccccc21`?
SMN2 splice up: -3%; Epigenetic reg: -5.8%; JMJD2E inh: -2%; RECQ1 inh: -8%; IMPase Li inh: 12%[38.3 µM]; NPSR antagonist: -15%[7.67 µM]; GoLoco inh red: -1%; Luc counter: -5%

In the list so far, these contain a COOH group.
Results for Cc1ccc(NC(=O)C(SCC(=O)O)c2ccccc2)cc1C (stereo unspecified) ?
SMN2 splice up: 9%; Epigenetic reg: 2.4%; JMJD2E inh: -3%; RECQ1 inh: 3%; IMPase Li inh: -3%[38.3 µM]; NPSR antagonist: 15%[46.1 µM]; GoLoco inh red: -8%; Luc counter: 5%

How did O=C(O)c1ccc(-n2cccc2/C=C2/NC(=O)N(c3cccc(Cl)c3)C2=O)cc1 do in these assays?
SMN2 splice up: -52%[inhibitor]; Epigenetic reg: 1.1%; JMJD2E inh: -20%; RECQ1 inh: 22µM*; IMPase Li inh: 14%; NPSR antagonist: -25%; GoLoco inh red: 10%; Luc counter: 8%

This is a subset. The share of hits here may be higher or lower than overall.
